# Source: PubChem
# GPT2 inh: blocks human glutamate pyruvate transaminase 2; Q8TD30; Recombinant GPT2, coupled pyruvate oxidase/HRP Amplex Red fluorescence; Potency, µM (doses to about 57.7 µM), for the others: at the highest dose activity change, negative = inhibition, most hits filed as inhibitors; actives 0.25% (n = 100,000); AID 1671188; also: potency is read from the fitted curve at half-maximal effect; nearly all actives have a fitted effect of over 60% in size; many of its hits are not listed in these tables
# Target sequence (Q8TD30 whole entry, looked up): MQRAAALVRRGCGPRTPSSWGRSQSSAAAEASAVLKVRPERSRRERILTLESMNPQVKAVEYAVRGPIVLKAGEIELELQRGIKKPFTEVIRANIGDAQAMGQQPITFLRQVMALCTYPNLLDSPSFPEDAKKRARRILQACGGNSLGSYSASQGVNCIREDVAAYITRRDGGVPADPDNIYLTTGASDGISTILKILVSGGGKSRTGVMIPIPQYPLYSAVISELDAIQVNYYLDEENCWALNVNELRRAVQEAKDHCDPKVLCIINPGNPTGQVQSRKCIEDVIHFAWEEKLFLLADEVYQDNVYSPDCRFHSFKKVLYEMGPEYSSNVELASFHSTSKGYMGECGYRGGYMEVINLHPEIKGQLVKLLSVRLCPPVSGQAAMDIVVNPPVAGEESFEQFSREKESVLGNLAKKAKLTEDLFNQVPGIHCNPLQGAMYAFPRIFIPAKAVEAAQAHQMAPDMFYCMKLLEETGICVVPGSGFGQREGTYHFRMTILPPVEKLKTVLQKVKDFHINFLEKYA
#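 Recombinant GPT2 (10ng/uL) with 250uM a-KG and 2mM L-alanine, 30 min at room temperature, in HEPES pH 7.5 buffer. Pyruvate detected by pyruvate oxidase/HRP/Amplex Red fluorescence after 30 min in the dark; AOA (50uM) as positive control.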
# HEK293 tox: HEK 293 cell cytotoxicity. HEK 293 viability, ATP luminescence (CellTiter-Glo), 48-72 h. Potency, µM (doses to about 115 µM), for the others: at the top dose activity change, negative = cytotoxicity, actives largely listed as inhibitors. actives 6.6% (n = 94,000); also: potency is read from the fitted curve at half-maximal effect; nearly all actives have a fitted effect of over 60% in size
#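 HEK 293 seeded at 250 cells/well receive compound via pintool. After 48 or 72 hr at 37 degree Celsius, 5% CO2 and 95% humidity, CellTiter-Glo is dispensed and luminescence read following 10 min at room temperature.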
# 3T3 cytotox: cytotoxic compounds in NIH 3T3 cells; actives 4.3% (n = 94,000); Potency, µM (highest dose often 96.7 µM), without a hit: top-dose activity change, negative = cytotoxicity, hits mostly inhibitors; NIH 3T3 viability, CellTiter-Glo ATP luminescence, 48-72 h; also: potency is read from the fitted curve at half-maximal effect; nearly all actives have a fitted effect of over 55% in size
#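 Cytotoxicity was measured by CellTiter-Glo ATP luminescence after 48 or 72 h compound exposure at 37 °C. Mouse NIH 3T3 fibroblasts were seeded at 400 cells/well and dosed by 23 nL pin transfer.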
# IP6K1 inh: IP6K1 kinase inhibition | Q92551 | IP6K1 kinase, ADP-Glo luminescence, 2 h; hits give low values | activity change, % (series mostly up to about 58 µM) | actives 0.81% (n = 140,000); in the data active = activity change below about -25%
# Target sequence (Q92551 whole entry, looked up): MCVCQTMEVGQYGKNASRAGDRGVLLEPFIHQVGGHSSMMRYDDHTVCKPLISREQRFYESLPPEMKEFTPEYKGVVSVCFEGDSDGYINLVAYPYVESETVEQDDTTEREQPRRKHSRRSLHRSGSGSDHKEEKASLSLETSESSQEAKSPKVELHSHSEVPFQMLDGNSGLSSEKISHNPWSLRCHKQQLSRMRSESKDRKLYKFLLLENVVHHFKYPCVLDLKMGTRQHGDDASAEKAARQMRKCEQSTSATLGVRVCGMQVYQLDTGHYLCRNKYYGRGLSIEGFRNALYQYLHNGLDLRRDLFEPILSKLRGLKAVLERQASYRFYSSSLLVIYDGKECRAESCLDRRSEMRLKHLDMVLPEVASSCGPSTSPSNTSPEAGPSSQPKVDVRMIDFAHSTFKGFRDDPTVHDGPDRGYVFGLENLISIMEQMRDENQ
#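 ADP-Glo luminescence measures ADP made by human IP6K1 during a 2 h RT reaction with ATP/IP6 (mix at 1.3 mM/130 uM); top library doses 57.5 and 19.1 uM final.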
# SNCA viab count: reduces viability of HEK-293 SNCA reporter cells; HEK-293-SNCA-luc viability, GF-AFC fluorescence, 24 h; actives 0.12% (n = 150,000); Potency, µM (highest dose often 57.1 µM), inactives show at the highest dose activity change, negative = cytotoxicity, usual class: cytotoxic; AID 1671193;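 also: potency is read from the fitted curve at half-maximal effect; 0% = DMSO-treated cells and -100% = medium-only wells without cells; nearly all actives have a fitted effect of over 30% in size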
#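 Cytotoxicity counterscreen: after 24 h compound treatment of genome-edited SNCA-luciferase HEK-293 cells, live-cell protease substrate GF-AFC read by fluorescence after 30 min; activity scaled between DMSO (0%) and medium-only (-100%), curves Hill-fitted.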
# SNCA expr inhib: SNCA gene expression inhibition; HEK-293 SNCA-luciferase knock-in, luminescence, 24 h; Potency, µM (doses to about 57.2 µM), inactives show at the highest dose activity change, negative = inhibition, actives largely listed as inhibitors; actives 0.17% (n = 140,000);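 also: potency is read from the fitted curve at half-maximal effect; plate controls were DMSO cells for no effect and cell-free wells for full effect; nearly all actives have a fitted effect of over 45% in size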
# Luciferase inh: inhibitors of firefly (Photinus pyralis) luciferase. actives 2.5% (n = 76,000). Potency, µM (top dose mostly 115 µM), inactives show at the top dose activity change, negative = inhibition, most hits filed as inhibitors. purified P. pyralis luciferase, luminescence, biochemical. P08659. AID 1347043; also: potency is read from the fitted curve at half-maximal effect; nearly all actives have a fitted effect of over 65% in size
#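 Luminescence read by CCD imager after adding enzyme (10nM final) to wells holding compound, titrated in qHTS. Substrates 10uM each D-luciferin and ATP; buffer 50mM Tris acetate pH 7.5, 10mM Mg acetate, Tween-20, BSA.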
# Active calls of the source: *; i = inactive; ? = inconclusive; nt = not tested or not shown; [ ] = remark or other dose. Unless noted, calls follow the shape of the dose curve; as a rule, active = well fitted curve in the direction sought with a large enough effect; inconclusive = small, poorly fitted or top-dose-only effect, or another doubt; inactive = no such curve, though single readings can be large; an effect the other way counts as inactive or inconclusive. Unless noted, % is scaled to controls: 0 for no effect and ±100 for the full control effect.
(1) COc1ccc(F)cc1-c1ccc(CN2CCCCC2C(=O)NCCc2ccc(Cl)cc2)cc1 (centres undefined)
(2) Cc1cc(CN2CCN(C(=O)CNC3CC3)CC(C(=O)O)C2)on1 (centres undefined)
(3) O=C(NCC1CN(Cc2ccncc2Cl)CC12CN(c1ccccc1)C2)C1CCOCC1 (centres undefined)
(4) Cc1cc(C)c2c(-n3cccc3)c(C(=O)NCCc3ccc(Cl)cc3)sc2n1
(5) C[C@H]1[C@@H](OC(=O)CCC(=O)O)O[C@@H]2O[C@@]3(C)CC[C@@H]4[C@H](C)CC[C@@H]1[C@@]24OO3
(6) O=C(NCC(F)(F)F)C1CCCN(c2nccc(Nc3ccccc3F)n2)C1 (centres undefined)
(7) COc1ccccc1-n1c(=O)c(C(=O)Nc2ccccc2Cl)nc2cccnc21
(8) Cc1ccc(-n2c(=O)c3c(c4cc(C)ccc4n3C)n(CC(=O)NCCC3=CCCCC3)c2=O)cc1
Assay by compound	1	2	3	4	5	6	7	8
GPT2 inh	nt	i	-12.1%	nt	4.3%	i	i	nt
HEK293 tox	31.6µM*	-12.8%	-11.9%	nt	nt	?	3.5%	nt
3T3 cytotox	?	-23.2%	?	nt	nt	?	-12.8%	nt
IP6K1 inh	-4.8	11.0	23.0	-20.3	11.1	13.8	11.8	10.1
SNCA viab count	nt	-1.1%	7.2%	-0.2%	?	-3.2%[12.5 µM]	1.9%	3.4%
SNCA expr inhib	nt	0.0%	7.0%	32.5%[activator]	?	?	6.3%	-7.0%
Luciferase inh	nt	-3.5%	-1.0%	nt	nt	nt	nt	nt

# Next part, starting with the last 4 of the part before.
(5) C[C@H]1[C@@H](OC(=O)CCC(=O)O)O[C@@H]2O[C@@]3(C)CC[C@@H]4[C@H](C)CC[C@@H]1[C@@]24OO3
(6) O=C(NCC(F)(F)F)C1CCCN(c2nccc(Nc3ccccc3F)n2)C1 (centres undefined)
(7) COc1ccccc1-n1c(=O)c(C(=O)Nc2ccccc2Cl)nc2cccnc21
(8) Cc1ccc(-n2c(=O)c3c(c4cc(C)ccc4n3C)n(CC(=O)NCCC3=CCCCC3)c2=O)cc1
(9) COc1cccc(CCC(=O)N2CCCN(S(C)(=O)=O)c3ccccc32)c1
(10) COc1cc2c(cc1OC)CN(C(=O)Nc1ccccc1)CC2
(11) O=C1CCN(Cc2ccc(C(F)(F)F)cc2)CCCCCCN1
(12) COc1ccccc1C(=O)N1[C@@H]2CC[C@H]1CC(NC(=O)c1cnc(C)cn1)C2 (some centres undefined)
(13) CC1CCCCN1c1cc2c(cc1F)c(=O)c(S(=O)(=O)c1ccccc1)cn2Cc1ccccc1 (centres undefined)
(14) COc1ccc(N2CC(C(=O)N3CCC(C(=O)N4CCCC4)C3)NC2=O)cc1 (centres undefined)
(15) O=C(NCCc1ccccc1)c1ccc2nnc(-c3cccc(C(F)(F)F)c3)n2c1
(16) O=C(N[C@@H]1CN(c2ncccn2)C[C@H]1CO)c1ccc2c(c1)OCO2
Assay by compound	5	6	7	8	9	10	11	12	13	14	15	16
GPT2 inh	4.3%	i	i	nt	0.8%	nt	-2.0%	i	nt	i	?	i
HEK293 tox	nt	?	3.5%	nt	-4.7%	nt	?	i	nt	-13.7%	?	-0.8%
3T3 cytotox	nt	?	-12.8%	nt	i	nt	?	-4.6%	nt	-31.0%	39.8µM*	-14.7%
IP6K1 inh	11.1	13.8	11.8	10.1	-2.7	3.1	-6.6	14.8	-1.8	0.7	2.7	5.5
SNCA viab count	?	-3.2%[12.5 µM]	1.9%	3.4%	4.2%	-6.2%	3.7%	-6.1%	3.2%	20.2%	?	-0.5%
SNCA expr inhib	?	?	6.3%	-7.0%	15.4%	2.6%	?	8.4%	-29.7%	37.8%[activator]	?	5.2%
Luciferase inh	nt	nt	nt	nt	20.5%	nt	6.1%	2.9%	nt	-12.0%	nt	-7.3%

(17) COc1ccc(-n2c(=O)c(C(=O)NCC(F)F)nc3cccnc32)cc1
(18) CN(C)C[C@@H]1CN(S(C)(=O)=O)C[C@H]1N
(19) CCOc1ncccc1C(=O)N1CCc2onc(-c3ccccc3F)c2C1
(20) CC(C)(C)CC(=O)N1C[C@@H](CO)[C@H](c2nc(-c3ccncc3)no2)C1
(21) CCNC(=O)N(C1CC1)C1CCOC2(CCN(C(=O)c3ccc(OC)nc3)CC2)C1 (centres undefined)
(22) Cc1cc(C(=O)N2CC(N(C(=O)NC(C)C)C3CCOCC3)C2)nn1C
(23) OC(c1cc2n(n1)CCN(c1ncc(C(F)(F)F)cc1Cl)C2)C1CC1 (centres undefined)
(24) O=S(=O)(NCCc1noc(-c2ccccc2)n1)c1ccc2c(c1)OCCO2
Assay by compound	17	18	19	20	21	22	23	24
GPT2 inh	i	i	4.5%	i	-6.9%	i	i	4.8%
HEK293 tox	3.6%	-24.5%	?	-13.5%	-3.6%	i	?	-19.8%
3T3 cytotox	-14.1%	-5.2%	?	-24.2%	?	i	?	?
IP6K1 inh	3.5	-3.2	-8.2	-11.1	-2.6	-6.4	-13.1	3.6
SNCA viab count	2.9%	10.6%	-11.8%	-3.2%	-8.1%	5.2%	0.1%	11.4%
SNCA expr inhib	-10.5%	-6.7%	-7.2%	-15.0%	25.7%	-14.2%	28.8%	11.2%
Luciferase inh	nt	0.8%	5.6%	4.2%	nt	-0.5%	6.6%	-11.6%

(25) O=C(NCC1(O)CCCN(C(=O)Cc2cccc(O)c2)CC1)c1ccccc1 (centres undefined)
(26) O=C(c1ccccn1)N1CCC2(CC(c3cccc(C(F)(F)F)c3)=NO2)C1 (centres undefined)
(27) COC(=O)c1c(SCC(=O)Nc2cccc(C(F)(F)F)c2)[nH]c2ccccc2c1=O
(28) CCCn1c2ccccc2c2cnn(CC(=O)N(C)c3ccc(F)cc3)c(=O)c21
(29) COc1ccc(C2Cn3cnc(C(=O)N4CCC(C(=O)NCCC5=CCCCC5)CC4)c3CO2)cc1 (centres undefined)
(30) O=C(Cc1cccnc1)N1CC(Oc2ccccc2-c2nc(-c3cnccn3)no2)C1
(31) Cc1ccc2c(c1)C(=O)OC(C(=O)Nc1ccc(C(=O)O)cc1)C2 (centres undefined)
(32) O=C1CN(C(=O)Nc2ccccc2Cl)C(c2ccccc2)c2c(sc3c2CCCC3)N1 (centres undefined)
Assay by compound	25	26	27	28	29	30	31	32
GPT2 inh	?	i	nt	nt	i	i	nt	nt
HEK293 tox	2.5%	?	nt	nt	0.8%	-7.9%	nt	nt
3T3 cytotox	i	-25.2%	nt	nt	i	-24.4%	nt	nt
IP6K1 inh	-6.8	3.1	-12.0	2.8	-0.7	18.7	3.3	-1.9
SNCA viab count	4.0%	6.9%	-1.0%	-1.9%	2.4%	-4.5%	23.8%	-4.6%
SNCA expr inhib	-14.7%	10.5%	6.1%	?	5.5%	21.7%	51.0%[activator]	39.3%[activator]
Luciferase inh	7.0%	nt	nt	nt	-9.1%	nt	nt	nt

# A few values from the entries so far:
# compound 32 in SNCA expr inhib is entered as 39.3%[activator]
# compound 26 in SNCA viab count is entered as 6.9%
# compound 30 in 3T3 cytotox is entered as -24.4%
# compound 31 in SNCA expr inhib is entered as 51.0%[activator]
# compound 28 in SNCA viab count is entered as -1.9%

# Further results.
(33) O=S(=O)(c1ccccc1Cl)N1CCCC(CO)(Cc2cccc(Cl)c2)C1 (centres undefined)
(34) CC(C)N(Cc1cccc(N2CCN(S(=O)(=O)c3c(Cl)cccc3Cl)CC2)c1F)S(C)(=O)=O
(35) O=C(NCc1ccc(F)cc1)c1nc(-c2ccc(Cl)cc2Cl)c2ccccn12
(36) CCC(C)NC(=O)CN1C(=O)NC2(CCC(C)CC2)C1=O (centres undefined)
(37) CCOc1ccc2nc(N3CCCC(C(=O)Nc4cc(C)ccc4C)C3)sc2c1 (centres undefined)
(38) Cc1cc(C2CCCN2C(=O)c2cc(C3CC3)on2)on1 (centres undefined)
(39) COc1ccc(Cn2c(C(=O)O)c(CNC3CCCCCC3)c3ccc(OC)cc32)cc1
(40) COc1cccc(-c2cc(CNC(=O)C(c3ccc(F)cc3)N(C)C)no2)c1 (centres undefined)
Assay by compound	33	34	35	36	37	38	39	40
GPT2 inh	i	nt	i	4.0%	nt	?	nt	4.0%
HEK293 tox	25.1µM*	?	-28.5%	6.5%	nt	-5.2%	nt	?
3T3 cytotox	?	?	-16.5%	-1.4%	nt	-0.4%	nt	-23.6%
IP6K1 inh	-1.0	2.3	-5.4	24.2	-15.6	-3.1	14.4	-7.3
SNCA viab count	2.7%	nt	1.2%	3.2%	-2.0%	-0.7%	-29.0%	3.1%
SNCA expr inhib	6.7%	nt	-28.3%	?	123.6%[activator]	45.4%[activator]	?	?
Luciferase inh	5.2%	nt	nt	-3.6%	nt	-1.3%	nt	5.3%

(41) NC(=O)c1ncn([C@@H]2O[C@H](CO)[C@@H](O)[C@@H]2O)c1N
(42) O=C(NCc1ccccc1)c1ccc2c(=O)n(-c3cccc(C(F)(F)F)c3)c(=S)[nH]c2c1
(43) Cc1ccc(CNC(=O)C2CCN(S(=O)(=O)c3cc(-c4noc(C)n4)ccc3C)CC2)cc1
(44) COCCN1C[C@H]2CN(Cc3cccc(OC)c3)CCN2C1=O
(45) CCOc1ccccc1Nc1nc2ccccc2nc1NS(=O)(=O)c1ccc(Cl)cc1
(46) Cc1ccc(NC(=O)N2CCC(CCNC(=O)Cc3ccsc3)CC2)cc1F
(47) COc1coc(CN2Cc3[nH]cnc3CC2C(=O)O)cc1=O (centres undefined)
(48) O=C(N1CCC(c2ccccc2)CC1)C1(c2ccc(Cl)cc2)CCOCC1
(49) COc1ccc(C(=O)N[C@H]2C[C@@H](c3nc(-c4ccc(Cl)cc4)no3)N(C)C2)cc1
(50) CC(C)N1CC2CCC(C1)N2Cc1ccc(-c2ccccc2)cc1
Assay by compound	41	42	43	44	45	46	47	48	49	50
GPT2 inh	i	i	nt	-0.2%[88.5 µM]	nt	i	i	i	i	?
HEK293 tox	nt	nt	nt	i	nt	-19.8%	-1.2%	?	56.2µM*	?
3T3 cytotox	nt	nt	nt	i	nt	-17.3%	-1.3%	?	?	?
IP6K1 inh	nt	30.7	0.6	1.9	18.0	-12.2	7.5	-7.2	8.7	3.1
SNCA viab count	-3.2%	-8.8%	-0.2%	4.3%[87.6 µM]	-11.2%	-4.3%	-9.4%	-4.8%	?	4.1%
SNCA expr inhib	5.9%	nt	27.2%	2.9%[87.6 µM]	3.7%	42.9%[activator]	-6.1%	-24.2%	41.1%[activator][87.6 µM]	-2.8%
Luciferase inh	nt	nt	nt	0.8%[172 µM]	nt	?	10.6%	nt	?	nt

# Only part of the results is shown. The share of hits here may be higher or lower than overall.
